SR-BI HDL uptake – inhibitors of mouse SR-BI mediated HDL lipid uptake. Q61009. ldlA[mSR-BI] CHO cells, DiI-HDL uptake fluorescence, 3 h. inhibition, % at 12.5 µM. 320,000 compounds, 0.96% hits. AID 488896;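 active = mean replicate inhibition of at least 70% and a set share of replicates each scoring 70 or more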;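 also: 0% = median of neutral control wells and 100% = median of positive control wells; values of inactives mirror those of a sister screen read the other way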
Target sequence (Q61009 whole entry, looked up): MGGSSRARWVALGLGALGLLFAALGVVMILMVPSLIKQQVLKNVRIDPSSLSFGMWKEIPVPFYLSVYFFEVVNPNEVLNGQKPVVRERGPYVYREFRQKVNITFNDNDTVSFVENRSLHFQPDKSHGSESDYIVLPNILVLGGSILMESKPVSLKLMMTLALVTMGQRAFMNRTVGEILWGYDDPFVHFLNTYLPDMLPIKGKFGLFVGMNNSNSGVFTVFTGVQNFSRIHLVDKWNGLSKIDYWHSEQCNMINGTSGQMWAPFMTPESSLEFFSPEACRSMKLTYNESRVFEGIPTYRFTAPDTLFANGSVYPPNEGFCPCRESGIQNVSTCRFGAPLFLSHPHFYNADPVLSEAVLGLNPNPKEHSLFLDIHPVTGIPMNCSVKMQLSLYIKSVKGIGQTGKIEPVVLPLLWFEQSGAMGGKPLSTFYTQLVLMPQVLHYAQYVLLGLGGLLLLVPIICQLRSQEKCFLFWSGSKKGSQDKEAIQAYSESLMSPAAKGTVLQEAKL
phage Ecoli inh – E. coli growth loss with phage present | inhibition, % at 11.9 µM | growth absorbance | 360,000 compounds, 0.26% hits; in the data active = inhibition above about 11%
Wnt bcat act – Wnt/beta-catenin pathway activation; Wnt/beta-catenin reporter cell assay, activator, plate reader; activation, % at 9.35 µM; 300,000 compounds, 1.2% hits; AID 743398; in the data active = activation above about 30%, passing the limit was not always enough;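 also: 0% = neutral control wells and 100% = positive control wells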
CAL PDZ FP-1 – blocks peptide binding to human CAL PDZ domain. Q9HD26. purified CAL PDZ, TMR-peptide fluorescence polarization, 1 h. inhibition, % at 20 µM. 330,000 compounds, 0.02% hits. AID 504414;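 active = highest replicate inhibition of at least 40%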;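 also: plate controls were DMSO neutral control wells for no effect and unlabeled competitor peptide control wells for full effect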
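System: tagged CAL PDZ domain. Schedule: 1 h room-temperature incubation prior to read. Signal: fluorescence polarization (mP). Measure: percent inhibition from loss of millipolarization.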
Tat export inh – E. coli Tat transport inhibition; E. coli MC4100 TorA-mCherry Tat export, fluorescence; inhibition, % at 10 µM; 340,000 compounds, 0.036% hits; AID 488895;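 active = mean replicate inhibition at least 50% and at least half of replicates individually reaching 50%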;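 also: exported cargo escapes ClpAP degradation while cytoplasmic cargo is degraded and loses fluorescence; 0% = median of neutral control wells and 100% = median of NaSCN control wells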
CAL PDZ FP-2 – CAL PDZ (human) peptide binding inhibition. AID 602252. purified CAL PDZ, TMR-peptide fluorescence polarization, 1 h. 300,000 compounds, 0.92% hits. Q9HD26. inhibition, % at 24.9 µM;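 active = mean inhibition of at least 30% with at least half of replicates also reaching 30%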;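 also: 0% = DMSO neutral control and 100% = excess unlabeled competitor peptide PRC23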
E coli growth – counter-screen for AddAB inhibitors: E. coli growth inhibition; E. coli V3065 growth, OD600 absorbance, 18 h; inhibition, % at 11.9 µM; 330,000 compounds, 0.27% hits;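 active = inhibition above the campaign's mean inhibition across all tested compounds plus 3 SD, cut at about 9.9% in these data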;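 also: uninfected addAB+ strain grown without phage in ampicillin broth; 0% = DMSO wells and 100% = ciprofloxacin 0.95 µg/ml wells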
MITF act – activators of MITF-driven TRPM1 promoter activity in SK-MEL-5 cells; 300,000 compounds, 0.75% hits; SK-MEL-5 TRPM1-promoter luciferase, 24 h; % of positive control, neutral wells = 0; AID 588334; activation, % at 12.5 µM;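 active = mean activation of at least 80% with every replicate also reaching 80%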;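 also: 0% = neutral control wells and 100% = parthenolide positive control wells; values of inactives mirror those of a sister screen read the other way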
SR-BI DiI-HDL act – activators of SR-BI mediated HDL lipid uptake. 320,000 compounds, 0.096% hits. activation, % at 12.5 µM. AID 504775. CHO ldlA[mSR-BI] cells, DiI-HDL uptake fluorescence, 3 h; 100 = double the neutral-control signal;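 active = mean replicate activation of at least 60% and every replicate at or above 60%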;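 also: 0% = median plate neutral-control signal and 100% = twice that signal; values of inactives mirror those of a sister screen read the other way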
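Material – SR-BI-overexpressing, LDLR-lacking CHO cells · Medium – BSA-supplemented, HEPES-buffered Ham's F12, pH 7.4 · Doses – single concentration · Times – compound with DiI-HDL co-incubation, 3 h at 37 °C · Measured by – bottom-read fluorescence, 550/595 nm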
AddAB inh – less growth of phage-infected E. coli with AddAB; AID 435030; E. coli expressing H. pylori AddAB, absorbance growth; inhibition, % at 11.9 µM; 330,000 compounds, 0.29% hits; in the data active = inhibition above about 12%;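 also: 0% = vehicle wells of infected cells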
Active calls of the source: *; / = no result given. Compounds as they come; overall some 3.6% were active at least once.

canonical_smiles	SR-BI HDL uptake	phage Ecoli inh	Wnt bcat act	CAL PDZ FP-1	Tat export inh	CAL PDZ FP-2	E coli growth	MITF act	SR-BI DiI-HDL act	AddAB inh
COc1ccc(CN2CCC(CO)(Cc3cccc(C(F)(F)F)c3)CC2)cc1Cn1cccn1	/	2.6	-3	-2.9	-2	-2	0.4	2	/	0.2
Cc1ccc(N2C(=O)CSC23C(=O)Nc2ccccc23)cc1 (centres undefined)	35	3.4	/	-0.5	-1	-3	0.2	-13	-35	0.4
Nc1nc(SC23CC4CC(CC(C4)C2)C3)ns1	-26	2.1	7	-1.3	-4	-2	-0.9	3	26	1.9
Cc1cc(C)nc(Nc2n[nH]c(-c3ccccc3C)n2)n1	16	3.2	14	-3.4	-1	5	1.8	58	-16	4.8
COc1ccc(N2CC(C(=O)N3CCC(c4nc5ccccc5[nH]4)CC3)CC2=O)cc1 (centres undefined)	/	4.9	0	-0.3	-4	/	0.4	-8	/	0.2
CN(C)C(CNC(=O)CCOc1ccccc1)c1ccco1 (centres undefined)	-15	1.1	-1	-0.7	0	/	-0.2	2	15	0.6
CS(=O)(=O)N(CCc1ccccc1)CC(=O)N1CCN(c2ccc(F)cc2)CC1	21	-0.2	/	0.0	-5	2	-3.2	-1	-21	-1.0
OCCN(Cc1ccccc1)C(=S)Nc1ccc(Cl)cc1Cl	21	3.6	-2	-0.3	0	-10	-0.9	11	-21	0.3
CC(=O)c1ccc(NC(=O)c2ccc3c(c2)C(=O)N(c2ccccn2)C3=O)cc1	/	1.7	1	-0.5	8	/	-2.4	-2	/	0.8
CCOC(=O)c1[nH]c2cc3c(cc2c1NC(=O)CN1CC(C)CC(C)C1)OCO3 (centres undefined)	18	0.1	/	-1.2	-4	1	0.5	6	-18	0.2
CC(=O)C1=C(C)Nc2ncnn2C1c1ccccc1OCc1ccccc1 (centres undefined)	-14	2.5	9	-0.8	-2	2	2.6	-14	14	2.8
COC(=O)c1ccccc1N(C)C(=O)C12CCC(C)(C(=O)O1)C2(C)C (centres undefined)	/	1.8	-1	-1.6	-6	9	-0.1	-3	/	2.6
Clc1ccc(-n2ncc3c(NCc4cccs4)ncnc32)cc1	2	2.4	/	-0.4	-14	-1	2.7	/	-2	1.6
Cc1nn(-c2cc(Cl)ccc2N)c(=O)c2ccccc12	18	-0.5	/	-0.9	21	-7	-0.4	-14	-18	-0.8
CCOc1ccc(S(=O)(=O)NCC2CCCO2)cc1NC(=O)c1ccccc1F (centres undefined)	/	2.6	0	-1.9	-2	-2	-1.6	/	/	2.5
O=C(Nc1c(F)cc(F)cc1Br)c1ccco1	-18	/	0	-3.4	-8	-2	-1.7	0	18	1.0
CCN1CCN(c2ccc(S(=O)(=O)N3CCOCC3)cc2NC(=O)c2ccc(OCC(C)C)cc2)CC1	-29	-0.7	-2	-1.9	4	-3	/	/	29	/
COc1ccc(NC(=O)C2CCCN2C(=O)NCc2ccccc2)c(OC)c1 (centres undefined)	-5	3.2	-5	-2.5	3	-2	0.0	-3	5	2.3
COc1ccc(NC(=O)N2CCCC2C(=O)Nc2ccccc2)cc1 (centres undefined)	-10	3.1	/	-0.7	-10	-8	0.0	4	/	1.0
C#CCOC(=O)/C(=C/c1ccc(F)cc1)NC(C)=O	-6	2.3	/	-1.1	5	2	-2.4	-13	6	-1.2

Sorted by formula weight (largest number first): part of the list above
canonical_smiles	SR-BI HDL uptake	phage Ecoli inh	Wnt bcat act	CAL PDZ FP-1	Tat export inh	CAL PDZ FP-2	E coli growth	MITF act	SR-BI DiI-HDL act	AddAB inh
COc1ccc(CN2CCC(CO)(Cc3cccc(C(F)(F)F)c3)CC2)cc1Cn1cccn1	/	2.6	-3	-2.9	-2	-2	0.4	2	/	0.2
COc1ccc(N2CC(C(=O)N3CCC(c4nc5ccccc5[nH]4)CC3)CC2=O)cc1 (centres undefined)	/	4.9	0	-0.3	-4	/	0.4	-8	/	0.2
CCOC(=O)c1[nH]c2cc3c(cc2c1NC(=O)CN1CC(C)CC(C)C1)OCO3 (centres undefined)	18	0.1	/	-1.2	-4	1	0.5	6	-18	0.2
COc1ccc(NC(=O)N2CCCC2C(=O)Nc2ccccc2)cc1 (centres undefined)	-10	3.1	/	-0.7	-10	-8	0.0	4	/	1.0

Following part
canonical_smiles	SR-BI HDL uptake	phage Ecoli inh	Wnt bcat act	CAL PDZ FP-1	Tat export inh	CAL PDZ FP-2	E coli growth	MITF act	SR-BI DiI-HDL act	AddAB inh
C=CCn1cc(/C=N/NC(=O)COc2cccc3cccnc23)c2ccccc21	10	4.1	/	-1.2	13	-3	-2.3	19	-10	2.4
Cc1c(N(C)S(=O)(=O)c2ccc(Cl)c(C(=O)NCC(C)(C)N3CCOCC3)c2)c(=O)n(-c2ccccc2)n1C	-9	0.5	6	-0.9	3	35*	/	3	9	/
Cn1c(OCc2ccc3c(c2)OCO3)nc2c1c(=O)n(Cc1cccc(Cl)c1)c(=O)n2C	-11	3.2	/	-0.5	13	/	1.2	/	11	1.6
CC(=O)C1=C(C)NC2(O)c3ccccc3C(=O)C12O (centres undefined)	-15	2.3	2	-1.2	-3	1	-1.8	-6	15	0.8
O=c1nc2c(-c3ccccc3F)n[nH]n2c2ccccc12	2	3.1	36*	-2.0	-8	-3	-2.1	/	-2	1.0
CCCOc1ccc(N2C(=O)CC(N3CCC(c4nncn4CC)CC3)C2=O)cc1 (centres undefined)	11	1.7	/	0.4	9	-1	-1.2	-6	-11	3.2
COc1ccc(-n2ncc3c(NCc4ccc5c(c4)OCO5)ncnc32)cc1	5	2.6	/	-0.5	0	0	0.0	/	-5	2.1
Cc1cccc(C(=O)NCC(=O)NC(C)c2ccc(-n3ccnc3)cc2)c1 (centres undefined)	1	4.5	0	-2.6	0	1	2.3	-27	-1	1.2
O=S(=O)(c1ccc(Cl)cc1)N1CCCC(C(F)(F)F)C1 (centres undefined)	-15	4.4	-1	-4.1	-5	-4	-1.2	8	15	3.2
COc1ccc(C(=O)CC2SC(N)=NC2=O)cc1 (centres undefined)	/	3.1	-2	-2.5	-6	-4	3.0	3	/	1.8
CCOc1ccc(NC(=O)CC2CC(C)(C)OC2=O)cc1 (centres undefined)	-8	2.1	-4	-2.5	0	4	-2.6	-2	8	-0.8
O=C(COC(=O)c1ccc(Br)o1)Nc1ncc([N+](=O)[O-])s1	15	8.6	8	-0.5	7	-4	7.7	24	-15	12
CC(C)CCNC(=O)CN(Cc1ccc(F)cc1)C(=O)CCC(=O)Nc1ccccn1	-5	-0.6	0	-3.3	-3	-6	7.0	6	5	1.1
N#C/C(=C\c1ccc2c(c1)OCO2)C(=O)NCc1ccco1	-10	3.0	2	0.0	-12	-5	0.7	4	10	-1.6
Cc1c(NC(=O)CN2C(=O)NC(C)(c3ccc4c(c3)OCCO4)C2=O)c(=O)n(-c2ccccc2)n1C (centres undefined)	-25	-0.1	/	-1.1	-19	1	1.4	9	25	0.0
O=C(NCCCN1CCOCC1)c1c(O)c2ccccc2[nH]c1=O	-10	5.0	/	-0.7	-6	-4	-1.0	/	10	1.2
CCOC(=O)C1CCCN(Cc2c(C(=O)N3CCCCC3)nc3c(C)cccn23)C1 (centres undefined)	17	-1.1	0	-1.0	4	-1	0.9	-10	-17	0.0
O=C(CN1C(=O)c2ccccc2C1=O)NCC(=O)OCC(=O)c1cccc([N+](=O)[O-])c1	-17	2.9	-5	0.6	-4	0	-1.2	-3	17	1.4
CC(C)=CC(=O)OCC(=O)Nc1ccc(Cl)cn1	-25	2.3	1	0.1	-2	-3	-1.2	-7	25	2.4
NC(=O)CC(NC(=O)Cc1ccc(Br)cc1)c1ccc(NCCc2ccccc2F)c([N+](=O)[O-])c1 (centres undefined)	-33	0.9	-7	-1.0	-9	-4	-3.0	6	33	0.9
Cn1cc(CCC(=O)N2CCCC(C(=O)c3ccc(C(C)(C)C)cc3)C2)cn1 (centres undefined)	-23	3.2	-1	-1.5	-4	-4	-1.6	-7	23	-2.3
CC(=O)Nc1ccc(S(=O)(=O)NCC(=O)OC(C)c2ccccc2Cl)cc1 (centres undefined)	-8	4.5	0	-2.5	1	1	1.5	-10	8	2.8
COc1ccc(NS(=O)(=O)c2ccc(NC(=O)c3ccc(N(C)S(C)(=O)=O)cc3)cc2)cc1	28	1.1	/	-1.8	-3	/	-1.1	-11	-28	0.5
O=C(CSc1nnnn1-c1ccc(Cl)cc1)NNC(=O)c1ccc([N+](=O)[O-])cc1	-4	1.0	-7	-0.3	4	-6	-0.9	2	4	2.0
O=C(NC(=S)NCc1cccnc1)c1ccccc1	-8	3.9	-2	0.2	2	-4	3.3	4	8	2.4
CC(=O)OC1(C(F)(F)F)Oc2ccccc2NC1=O (centres undefined)	-37	2.7	/	-0.6	5	-3	-1.8	-8	37	0.0
Cc1cc(C(=O)N2CCCC(Nc3ccccc3)C2)c2ccc(F)cc2n1 (centres undefined)	-30	1.6	-1	-0.3	0	/	1.0	12	30	0.0
CSC(=S)N/N=C/c1c[nH]c2ccccc12	66	5.6	1	-0.4	-7	4	13*	5	-66	14*
CNC(=S)Nc1ccc(C)cc1	4	2.4	0	0.2	3	-4	0.6	-12	-4	1.2
COc1cccc(-c2nc(CS(=O)(=O)CC(=O)NC3CCC(C)CC3)c(C)o2)c1 (centres undefined)	38	-0.9	-1	-2.1	-4	-2	-0.4	-4	-38	0.6
O=c1[nH][nH]c(=O)c2c(NS(=O)(=O)c3ccccc3)cccc12	2	4.4	12	/	-10	-3	0.7	33	-2	3.8
COc1ccc(-c2nnc(SCc3ccccn3)n2C)cc1	5	-0.3	18	-0.1	19	1	0.9	21	-5	0.8

Screening data (PubChem)
